# PfM18AAP inh – PfM18AAP enzyme inhibition; inhibition, % at 7.35 µM; recombinant PfM18AAP, H-Glu-NHMec fluorogenic cleavage; hit rate 1.2% among 290,000; AID 1822;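 active = inhibition above the campaign mean inhibition over all tested compounds plus 3 SD, cut at about 28% in these data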;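 note: 0% = plate median of test compound wells and 100% = 2 mM ZnCl2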
# OXTR ag – human OXTR agonism. P30559. CHO-OTR cells, Fluo-8 calcium fluorescence; normalized: DMSO 0%, oxytocin 100%. activation, % at 3 µM. hit rate 0.32% among 320,000. AID 2435;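 active = activation above the mean of all tested compounds plus 3 SD, cutoff set per screening run, cut at about 20% in these data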;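 note: peak over basal fluorescence ratio from a 100 s FLIPR kinetic read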
# Target sequence (P30559 whole entry, looked up): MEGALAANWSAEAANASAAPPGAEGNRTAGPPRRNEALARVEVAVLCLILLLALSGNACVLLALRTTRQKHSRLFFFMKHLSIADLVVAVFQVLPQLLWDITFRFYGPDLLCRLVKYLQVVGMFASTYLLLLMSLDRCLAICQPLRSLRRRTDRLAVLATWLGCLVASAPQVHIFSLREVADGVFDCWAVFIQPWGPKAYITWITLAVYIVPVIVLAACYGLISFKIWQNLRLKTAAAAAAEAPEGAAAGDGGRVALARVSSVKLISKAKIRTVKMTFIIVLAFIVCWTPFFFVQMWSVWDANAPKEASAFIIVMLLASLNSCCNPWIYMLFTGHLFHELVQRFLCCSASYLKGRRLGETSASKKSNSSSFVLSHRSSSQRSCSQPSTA
# MEKK2 WT-MEK5 – raises or lowers MEK5 binding to wildtype human MEKK2 PB1 domain | bead flow cytometry, Alexa488-MEK5 binding to MEKK2 WT; actives lie on both sides | hit rate 1.1% among 290,000 | Q9Y2U5 | binding response (% of control), % at 10 µM | AID 1531; in the data active = binding response below about 67% or above about 130%
# DNA FID counter – fluorescent intercalator displacement, NS3 helicase counter-screen; DNA fluorescent intercalator displacement, fluorescence; inhibition, % at 7.9 µM; hit rate 0.17% among 290,000; AID 1845; in the data active = inhibition above about 37%;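 note: 0% = vehicle and 100% = reference compound; higher means more ethidium bromide displaced from hairpin DNA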
# MEKK2mut PB1 HTS – signal of MEK5 binding to mutant human MEKK2 PB1 domain; hit rate 0.35% among 290,000; percent response, % at 10 µM; bead flow cytometry, Alexa488-MEK5 binding to MEKK2 mutant; AID 1530; in the data active = percent response above about 24%, passing the limit was not always enough; note: inactives centre near 1; some results filed as inactive read as strong as hits; reference of the scale not given here
# GPR7 antagonist – antagonists of human GPR7 (neuropeptides B/W receptor 1). P48145. GPR7-expressing cells, fluorescence antagonist assay. inhibition, % at 4.4 µM. hit rate 1.1% among 290,000; in the data active = inhibition above about 16%, passing the limit was not always enough;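 note: cells stimulated with the agonist NPW; 0% = agonist with vehicle and 100% = vehicle without agonist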
# Target sequence (P48145 whole entry, looked up): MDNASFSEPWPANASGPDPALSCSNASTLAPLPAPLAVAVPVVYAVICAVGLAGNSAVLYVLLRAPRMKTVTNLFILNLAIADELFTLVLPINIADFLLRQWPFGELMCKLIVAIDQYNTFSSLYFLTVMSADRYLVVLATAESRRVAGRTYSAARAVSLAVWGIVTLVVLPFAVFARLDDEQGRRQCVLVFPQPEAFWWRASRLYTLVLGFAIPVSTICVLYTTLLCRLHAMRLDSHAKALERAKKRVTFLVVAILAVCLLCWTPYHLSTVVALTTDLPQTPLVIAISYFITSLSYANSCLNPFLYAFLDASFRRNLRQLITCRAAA
# PHOSPHO1 block – inhibitors of human PHOSPHO1 phosphatase. recombinant PHOSPHO1, absorbance phosphatase assay. AID 1565. hit rate 1.1% among 290,000. inhibition, % at 13.3 µM; in the data active = inhibition above about 60%
# Target sequence (Q8TCT1 whole entry, looked up): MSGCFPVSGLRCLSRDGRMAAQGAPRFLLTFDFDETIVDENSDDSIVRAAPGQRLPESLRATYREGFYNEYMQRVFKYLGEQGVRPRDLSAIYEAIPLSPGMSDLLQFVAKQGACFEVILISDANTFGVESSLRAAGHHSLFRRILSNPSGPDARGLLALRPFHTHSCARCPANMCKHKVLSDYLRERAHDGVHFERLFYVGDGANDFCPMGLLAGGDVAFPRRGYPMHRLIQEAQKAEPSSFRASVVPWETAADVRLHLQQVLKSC
# NALP1 inh – NALP1 inhibition; S. cerevisiae NALP1/ASC/caspase-1 growth, X-gal OD620, 72 h; hit rate 0.61% among 280,000; inhibition, % at 10 µM; AID 2071; in the data active = inhibition mostly above about 24%, no sharp cut-off; inactive = mostly below about 32%; note: some compounds called inactive have numbers as strong as hits
# MEKK3 PB1 HTS – raises or lowers MEK5 binding to the human MEKK3 PB1 domain | bead-based flow cytometry, Alexa488-MEK5 binding to MEKK3; actives lie on both sides; 0 = blocked by unlabeled MEK5, 100 = vehicle | binding response (% of control), % at 10 µM | hit rate 1.4% among 290,000 | AID 1529;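 active = binding response more than 3 SD above or below the average of its plate-row segment, actives on both sides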;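 note: Alexa488 bead fluorescence after subtracting the streptavidin-only scavenger bead signal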
# * hit, by the source's call; / = no result given.
SMILES	PHOSPHO1 block	NALP1 inh	PfM18AAP inh	MEKK2mut PB1 HTS	MEKK2 WT-MEK5	DNA FID counter	GPR7 antagonist	MEKK3 PB1 HTS	OXTR ag
CCOc1ccc(N2C(=O)CC(N3CCN(c4ccccc4OC)CC3)C2=O)cc1 (configuration not stated)	3	45	4	3	106	-30	-10	100	0.5
N/C(=N\OC(=O)COc1ccccc1Cl)c1ccccn1	-18	10	-7	-1	99	-8	-5	100	-0.2
COC(=O)C1(O)CC(CC(C)C)=NN1C(=O)c1ccccc1 (configuration not stated)	22	28	8	8	105	-11	9	99	0.1
Cc1cc(Nc2ccc3c(c2)OCCO3)c2cccc(C)c2n1	-7	40	0	2	105	6	-9	102	-2.6
CCC1CN(C(=O)N2CCC(C(=O)NCCc3ccccc3OC)CC2)c2ccccc2O1 (configuration not stated)	22	2	-9	2	100	-65	-1	102	4.0
CCC/C(=N\NC(=O)C1CCCC1)c1ccccc1	6	23	-10	-9	89	-9	7	92	-0.9
O=C1COc2ccc(C(=O)COC(=O)COc3ccccc3[N+](=O)[O-])cc2N1	33	14	-8	-2	101	-4	4	101	3.5
Cn1c(/C=C/c2cccc([N+](=O)[O-])c2)c([N+](=O)[O-])c(=O)n(C)c1=O	30	2	24	5	105	0	-3	104	-0.6
C=CCc1ccccc1OCC(=O)N/N=C/c1ccc(OC(C)=O)cc1OC(C)=O	9	17	6	-3	94	-12	-5	96	1.4
CC(C)CCOC(=O)/C(=C/c1ccco1)NC(=O)/C=C/c1ccccc1	30	4	2	-1	96	-26	21	97	-2.2
O=C(O)COc1ccc2oc3c(c2c1)CCCC3	40	0	-2	12	110	-5	-14	109	1.9
Cc1ccc(NC(=O)CCCCCN2C(=O)c3ccccc3C2=O)nc1	3	17	0	12	128	-8	-14	102	-0.8
CCn1c2ccccc2c2cc(NC(=O)COc3ccccc3)ccc21	0	26	-11	0	96	-16	-12	102	-2.3
COc1ccccc1N1CCN(Cc2cnc3ccc(Cl)cn23)CC1	36	16	3	0	101	-19	-7	99	/
CCOc1ccc(S(=O)(=O)Nc2nc3cc(OC)ccc3s2)cc1	16	3	-8	7	101	-9	-2	102	-0.6
O=S(=O)(c1ccccc1)c1nc(-c2cccc(Cl)c2)oc1N1CCOCC1	28	13	-6	2	98	-33	-20	98	-1.1
O=c1[nH]c(NC2CCN(S(=O)(=O)c3ccccc3C(F)(F)F)CC2)nc2c1CCCC2	27	9	0	12	112	-31	15	104	/
Cc1cccc(NC(=S)NCc2ccc(F)cc2)c1	-6	13	6	-1	99	-6	1	101	1.3
Cn1c(NC(=O)CCC2CCCCC2)cc(=O)n(C)c1=O	5	-40	3	4	105	-16	-14	108	-0.5
COc1ccc(Cc2nnc(NC(=O)C3CC(=O)N(c4ccc(OC)cc4)C3)s2)cc1 (configuration not stated)	30	3	8	1	97	-45	6	101	1.9
Cc1noc(C)c1CSc1ncnc2sc3c(c12)CCC3	-11	-17	7	3	104	7	-2	133*	/
COC(=O)CCC(=O)NNC(=O)c1ccc(Br)cc1	26	14	-4	5	109	1	3	105	0.3
O=C(C(=O)N1CCCC1)c1c(-c2ccccc2)[nH]c2ccccc12	14	0	-27	0	98	-8	4	100	-1.3
CNC(=O)C1=C(C)NC(=S)NC1c1cccs1 (configuration not stated)	49	-13	-14	-6	96	2	-5	97	0.0
CCn1c(=O)c2cc(C(=O)N3CCCC3)sc2c2ccccc21	12	7	-5	-2	104	-14	-7	104	/
Cc1ccc(NC(=O)CSc2ncccn2)c([N+](=O)[O-])c1	21	6	-10	-3	88	-1	-8	86	-0.7
CC(=O)c1ccc(NC(=O)NC2CCCCCCC2)cc1	32	20	-1	-1	99	-30	-4	100	/
O=C(/C=C/c1cccc(F)c1)Nc1cc(S(=O)(=O)N2CCOCC2)ccc1N1CCCC1	2	24	-16	-2	98	-23	0	96	0.3
COc1ccc(OCCNC(=O)c2ccccc2Cl)cc1	-2	18	-10	1	104	-8	33	105	-0.5
CCOC(=O)C1CCN(Cc2cc(=O)oc3cc(C)ccc23)CC1	/	2	6	5	107	-26	-6	105	-1.7
CCn1c(=O)cc(SCC(=O)N2CCN(C3CCCCC3)CC2)c2ccccc21	7	46	-39	-9	94	-5	-10	96	1.6
Cc1cc(NC(=S)NC(=O)CC(C)C)ccc1Br	-14	0	3	3	103	-1	13	106	-1.6
CC(=O)CCc1c[nH]c2c(C(=O)O)cccc12	18	24	0	9	102	-6	-6	103	0.1
CC(NC(=O)Nc1nnc(C(F)(F)F)s1)(C(F)(F)F)C(F)(F)F	10	3	-1	-1	100	0	11	103	14
O=C(Nc1ccccc1C(=O)O)C1=NN=CC1	23	-1	-4	2	102	-6	-14	106	1.0
CCN(CC(=O)Nc1ccc(N2CCOCC2)cc1)C(=O)c1ccc(C#N)cc1	24	13	5	-2	99	-11	-5	95	1.1
COc1ccc(NC(=O)CN2CCN(S(=O)(=O)c3ccc(C(C)C)cc3)CC2)cc1OC	-10	5	0	12	117	-7	-11	113	3.6
CCN1CCN(C(=O)c2ccc(CSc3ccc(C)cc3)cc2)CC1	-11	6	-1	4	109	2	1	103	9.7
CC1=NC(C)(C)Cc2cc(C)c(C)cc21	30	-1	15	-7	91	6	5	93	0.9
Cc1cc([N+](=O)[O-])ccc1NC(=S)NC1CCCC1	-16	2	4	7	102	3	-16	101	10

# A draw from above in order of heavy-atom count, falling.
SMILES	PHOSPHO1 block	NALP1 inh	PfM18AAP inh	MEKK2mut PB1 HTS	MEKK2 WT-MEK5	DNA FID counter	GPR7 antagonist	MEKK3 PB1 HTS	OXTR ag
O=C(/C=C/c1cccc(F)c1)Nc1cc(S(=O)(=O)N2CCOCC2)ccc1N1CCCC1	2	24	-16	-2	98	-23	0	96	0.3
COc1ccc(OCCNC(=O)c2ccccc2Cl)cc1	-2	18	-10	1	104	-8	33	105	-0.5
Cc1cc([N+](=O)[O-])ccc1NC(=S)NC1CCCC1	-16	2	4	7	102	3	-16	101	10

# Additional records.
SMILES	PHOSPHO1 block	NALP1 inh	PfM18AAP inh	MEKK2mut PB1 HTS	MEKK2 WT-MEK5	DNA FID counter	GPR7 antagonist	MEKK3 PB1 HTS	OXTR ag
CCCOc1ccc(N2C(=O)CC(N3CCN(CCN=CC4=C(O)CC(C)(C)CC4=O)CC3)C2=O)cc1 (configuration not stated)	19	1	3	0	100	-38	-5	99	-1.1
COc1ccc(C2C3=C(CCCC3=O)Nc3nc(SCc4ccc(C(=O)O)cc4)nn32)cc1OC (configuration not stated)	13	-12	-1	6	104	-30	-6	104	1.1
C=CCc1cccc2cc(C(=O)NC3=C(C#N)CCC3)c(=O)oc12	22	42	-4	12	101	0	0	100	-0.2
COC(=O)C1(C(F)(F)F)N=C(C(F)(F)F)Nc2ccc(Cl)cc21 (configuration not stated)	-17	26	4	-2	91	-5	-21	91	-1.5
Cc1cc(Oc2ccc(C#N)cc2)nc(N2CCOCC2)n1	11	9	-9	3	100	-5	-3	99	-2.3
NC(=O)C1CCCN(C(=O)Nc2cccc3ccccc23)C1 (configuration not stated)	-8	16	3	12	113	1	-6	110	0.0
Cc1cc(NC(=O)CSc2nncn2-c2ccccc2)no1	-5	2	-15	-27	69	-4	-9	65	0.6
Cn1c(=O)[nH]c(=O)c2c1nc(N1CCCCCC1)n2CCCSc1nc2ccccc2o1	16	6	2	-1	94	-6	-9	92	-1.7
COc1cc(O)sc1C=Nc1ccc(Cl)cc1	16	7	-10	-1	98	-3	-8	107	-2.5
C[C@@H](NC(=O)[C@@H]1Cc2ccccc2CN1)C(=O)NC1CCCC1	17	0	-11	2	106	-5	-6	102	0.2
CCOC(=O)C(C)Oc1ccc(OCc2ccccc2)cc1 (configuration not stated)	45	18	-10	-2	91	-18	-4	93	-2.6
CCOc1ncccc1C(=O)OCC(=O)NCCc1ccccc1	6	0	14	2	103	-17	5	104	-1.0
COc1cc(S(=O)(=O)N(Cc2ccccc2)Cc2ccccn2)ccc1-n1cnnn1	-9	0	2	4	108	-7	-3	109	1.1
CC(C)S(=O)(=O)c1csc(C(=O)NN)c1Cl	-32	-9	-7	0	96	-12	-3	99	-0.1
Cc1ccc(C(=O)c2cn[nH]c2-c2ccccc2O)cc1	14	-2	17	-1	100	-3	-12	92	1.8
CS(=O)(=O)c1ccc(Cl)c(C(=O)O)c1	11	-10	-13	4	103	2	-3	104	1.8
Cc1ccc(S(=O)(=O)NNC(=O)Nc2cccc(F)c2)c(C)c1	12	-2	9	1	98	-12	-14	95	-0.5
O=C(CSc1nc2ccccc2[nH]1)N1c2ccccc2Sc2ccccc21	-32	29	8	0	102	-1	-6	105	-2.5
O=C(NC1CCN(C(=O)C2CCCCC2)CC1)c1ccccc1	25	2	2	11	107	-10	-16	104	-1.1
Cn1cnc([N+](=O)[O-])c1Nc1ccccc1O	8	-46	12	17	96	3	-4	85	0.8
COC(=O)COc1ccc(S(=O)(=O)NCc2cccnc2)cc1	0	3	-9	-2	99	-3	-13	99	0.9
O=S(=O)(Nc1nc2ccccc2nc1NCC1CCCO1)c1cccs1 (configuration not stated)	15	-12	-2	4	102	-18	-16	103	-0.8
CSc1cnc2c(=O)[nH]c(=O)n(C)c2n1	-1	25	-12	-2	95	-5	-6	97	0.4
CCOC(=O)C1CCN(c2cc3c(cc2NC(=O)c2ccccc2Br)n(C)c(=O)n3C)CC1	41	12	-6	-10	91	-43	-9	94	-1.0
CCN(Cc1ccccc1)S(=O)(=O)c1c(C(=O)N2CCCC2)c(C)n(C)c1C	24	0	-7	3	99	-29	-1	99	16
COc1ccc(C(=O)N2CCC(C(=O)c3ccc(F)cc3)CC2)cc1	-4	8	-4	3	95	-25	-2	107	0.1
CCc1nnc(NS(=O)(=O)c2ccc(N/C=C\C(=O)c3ccc4ccccc4c3)cc2)s1	8	15	-12	-2	96	-16	-9	105	-0.8
CCOc1ccc(C2/C(=C(/O)c3ccc4c(c3)CC(C)O4)C(=O)C(=O)N2CCCn2ccnc2)cc1OCC (configuration not stated)	22	8	-2	2	102	-15	-6	101	0.2
CC(Oc1ccccc1)C(=O)N=Nc1c(O)[nH]c2ccc([N+](=O)[O-])cc12 (configuration not stated)	-8	18	-3	6	111	3	10	110	0.8
Cc1cc2ncc(-c3ncc(C(F)(F)F)cc3Cl)cn2n1	22	35	0	-4	94	-1	-9	87	-1.1
Cc1nc2ccc(C(=O)OCc3ccccc3Br)cc2nc1C	21	-5	-9	-8	87	-1	-2	87	0.1
O=C(O)c1cccc(-n2cccc2/C=C2/NC(=O)N(c3cccc(Cl)c3)C2=O)c1	-112	/	11	-6	94	-28	1	99	0.3
COc1ccc(CN2CCC(Oc3cc(C(=O)NC4CC4)ccc3OC)CC2)c(O)c1	37	2	-2	0	96	14	-17	96	0.3
CC1Cc2ccccc2N1C(=O)CSc1nc(-c2ccco2)cc(C(F)(F)F)n1 (configuration not stated)	-12	6	1	6	106	-9	-3	107	1.1
Cc1c(Cl)c([N+](=O)[O-])nn1CCCC(=O)Nc1ccc(Cl)cc1Cl	27	35	5	0	102	5	8	103	0.2
O=c1[nH]ncc(NCCCO)c1Cl	-2	12	-4	10	107	-3	-16	108	0.9
CCOC(=O)c1cc2c(n(-c3ccc(C)cc3)c1=O)CCCC2=O	17	20	2	10	104	1	2	103	-0.5
Cc1[nH]c2ccc(C(=O)NCc3ccccn3)cc2c1C	4	-7	5	-4	100	-14	2	98	-1.2
COc1ccccc1Nc1nnc(SCC(=O)Nc2nc(-c3ccc(F)cc3)cs2)s1	-54	1	0	4	100	-4	-12	99	-0.1
COc1ccc(CSCC(=O)Nc2ccccc2)cc1[N+](=O)[O-]	42	30	-6	1	104	-1	6	99	-0.8

# Bioassay records deposited in PubChem by several laboratories.
